Bioassay records deposited in PubChem by several laboratories.
BioA inh = blocks M. tuberculosis BioA enzyme activity; 360,000 compounds, 0.096% hits; AID 602481; inhibition, % at 9.99 µM; purified M. tuberculosis BioA enzyme, plate reader; in the data active means inhibition above about 40%
BoNT-F LC inh = blocks Botulinum neurotoxin F light chain protease. Multiplex microsphere protease cleavage assay, flow cytometry. inhibition, % at 10 µM. 360,000 compounds, 0.22% hits; in the data active means inhibition above about 35%, passing the limit was not always enough; further: plate controls were buffer without enzyme for full effect and enzyme alone for no effect
MazEF act = increases E. coli MazEF RNase cleavage of RNA; P0AE70; FAM/BHQ RNA-DNA oligo cleavage fluorescence, 5 h; activation, % at 20 µM; 350,000 compounds, 0.32% hits; AID 504720; in the data active means activation above about 50%
Target sequence (P0AE70 whole entry, looked up): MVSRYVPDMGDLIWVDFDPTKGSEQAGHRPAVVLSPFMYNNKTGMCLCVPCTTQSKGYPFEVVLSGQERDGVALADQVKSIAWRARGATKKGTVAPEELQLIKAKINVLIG
UGM FP inh = inhibitors of M. tuberculosis UDP-galactopyranose mutase; P9WIQ1; purified UGM, fluorescence polarization probe displacement; inhibition, % at 10 µM; 320,000 compounds, 0.06% hits; AID 504406; in the data active means inhibition above about 10%, passing the limit was not always enough
PrPC surface inh = inhibitors of human cell surface prion protein PrPC. P04156. TR-FRET read-out. inhibition, % at 13.8 µM. 370,000 compounds, 0.43% hits; in the data active means inhibition above about 24%; further: 0% = median of the test wells and 100% = reference compound wells
FadD28 FP inh = M. tuberculosis FadD28 bisubstrate binding inhibition | FadD28 bisubstrate probe binding, fluorescence polarization | inhibition, % at 12.5 µM | 360,000 compounds, 0.22% hits | AID 588549; in the data active means inhibition above about 8.5%, passing the limit was not always enough
FBA Mtb inh = inhibitors of M. tuberculosis fructose-bisphosphate aldolase | 360,000 compounds, 2.3% hits | inhibition, % at 1 µM | P9WQA3 | AID 588726 | purified M. tuberculosis FBA, fluorescence read-out; in the data active means inhibition above about 27%;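 further: 0% = vehicle and 100% = reference inhibitor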
Target sequence (P9WQA3 whole entry, looked up): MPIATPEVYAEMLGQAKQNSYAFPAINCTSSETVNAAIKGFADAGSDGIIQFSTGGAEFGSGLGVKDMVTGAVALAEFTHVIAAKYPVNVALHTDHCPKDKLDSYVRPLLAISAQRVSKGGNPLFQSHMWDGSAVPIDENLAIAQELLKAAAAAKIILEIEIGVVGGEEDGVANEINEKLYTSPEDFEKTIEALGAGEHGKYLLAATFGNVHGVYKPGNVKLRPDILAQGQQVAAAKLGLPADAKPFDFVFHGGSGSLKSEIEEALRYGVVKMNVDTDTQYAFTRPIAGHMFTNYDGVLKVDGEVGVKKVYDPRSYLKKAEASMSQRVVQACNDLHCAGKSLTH
Rv3671c protease = Rv3671c (M. tuberculosis) protease inhibition | P9WHR9 | inhibition, % at 5.96 µM | 320,000 compounds, 0.048% hits; in the data active means inhibition above about 38%;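 further: extracellular domain of Rv3671c used as enzyme; 0% = enzyme with DMSO and 100% = no enzyme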
Target sequence (P9WHR9 whole entry, looked up, the tested form may be a part): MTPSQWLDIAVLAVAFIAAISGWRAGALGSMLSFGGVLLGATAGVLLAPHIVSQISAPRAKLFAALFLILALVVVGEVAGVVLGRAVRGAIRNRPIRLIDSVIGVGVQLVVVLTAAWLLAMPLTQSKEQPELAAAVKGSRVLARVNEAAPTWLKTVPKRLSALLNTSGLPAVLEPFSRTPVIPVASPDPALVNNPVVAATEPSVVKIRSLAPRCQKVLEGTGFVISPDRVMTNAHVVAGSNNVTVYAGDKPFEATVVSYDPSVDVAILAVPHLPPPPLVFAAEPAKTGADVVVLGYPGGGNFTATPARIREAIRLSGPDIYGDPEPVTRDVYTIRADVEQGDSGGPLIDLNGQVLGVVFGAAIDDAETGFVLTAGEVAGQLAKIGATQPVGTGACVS
GDH-TPI counter = GDH-TPI coupled enzyme inhibition counter-screen; inhibition, % at 4.8 µM; AID 588335; 360,000 compounds, 1.2% hits; GDH-TPI coupled enzyme counterscreen, NADH absorbance; in the data active means inhibition above about 30%;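 further: 0% = DMSO wells and 100% = wells lacking the enzyme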
* marks the source's active call; other numbers are inactive results.

O=C(CSc1nnc(COc2ccc3c(c2)CCCC3)o1)Nc1ccc(F)cc1 was read as BioA inh -0.4, BoNT-F LC inh -5.6, MazEF act -4.9, UGM FP inh 2.9, PrPC surface inh 1.1, FadD28 FP inh -0.5, FBA Mtb inh 2.7, Rv3671c protease -5.0 and GDH-TPI counter 11.3.
For NS(=O)(=O)c1ccc(CCNC(=O)C(=O)NCC2OCCN2S(=O)(=O)c2cc(F)ccc2F)cc1 (stereo unspecified) the results were BioA inh 1.9, BoNT-F LC inh -4.7, MazEF act 3.4, UGM FP inh 3.6, PrPC surface inh -5.7, FadD28 FP inh -3.5, FBA Mtb inh -2.0, Rv3671c protease -1.1 and GDH-TPI counter 3.4.
CCC(C)(C)n1nnnc1C(c1cccnc1)N1CCCc2ccccc21 (stereo unspecified) was read as BioA inh 1.4, BoNT-F LC inh -0.4, MazEF act 6.3, UGM FP inh 0.0, PrPC surface inh -4.1, FadD28 FP inh -4.2, FBA Mtb inh -1.9, Rv3671c protease 4.5 and GDH-TPI counter 7.4.
For O=C1C(=O)C(c2ccccc2)C(=O)C1c1ccccc1 (stereo unspecified) the results were BioA inh -1.8, BoNT-F LC inh 13.0, MazEF act 2.0, PrPC surface inh -3.8, FadD28 FP inh 0.6, FBA Mtb inh 4.3 and GDH-TPI counter 7.7.
`COc1ccc(CC(=O)NC(CC(=O)O)c2ccc(OC)cc2)cc1` (stereo unspecified) gave BioA inh -4.1, BoNT-F LC inh 19.2, MazEF act -1.0, UGM FP inh 3.0, PrPC surface inh -6.0, FadD28 FP inh -0.1, FBA Mtb inh 2.4, Rv3671c protease 6.5 and GDH-TPI counter 3.9.
`COc1ccc(/C=C/C(O)=C2/C(=O)N(C)C3(C)CC2c2ccccc2O3)cc1` (stereo unspecified) gave BioA inh 0.0, BoNT-F LC inh -2.5, MazEF act 0.4, UGM FP inh 1.7, PrPC surface inh 1.9, FadD28 FP inh 0.1, FBA Mtb inh 7.3, Rv3671c protease 3.8 and GDH-TPI counter 3.5.
For CCn1cc(S(=O)(=O)NCc2ccc3c(c2)OCO3)cn1 the results were BioA inh -0.9, BoNT-F LC inh -0.7, MazEF act 2.8, UGM FP inh 0.1, PrPC surface inh 2.1, FadD28 FP inh -2.4, FBA Mtb inh 0.1, Rv3671c protease -3.4 and GDH-TPI counter 0.7.
Cc1ccc(-n2nc(C)c(NS(=O)(=O)c3ccccc3)c2C)cc1C was read as BioA inh -0.4, BoNT-F LC inh 0.3, MazEF act 3.0, UGM FP inh 1.1, PrPC surface inh 8.4, FadD28 FP inh -0.7, FBA Mtb inh 0.5, Rv3671c protease -1.4 and GDH-TPI counter 9.5.
CCOC(=O)C1=C(Nc2ccccc2)CC(C)(O)C(C(=O)OCC)C1c1ccc(Br)cc1 (stereo unspecified) was read as BoNT-F LC inh -11.7, MazEF act 1.3, UGM FP inh -0.5, PrPC surface inh 3.2, FadD28 FP inh -0.4, FBA Mtb inh 5.3, Rv3671c protease -8.2 and GDH-TPI counter 4.7.
`CC(=O)c1ccc(N2CCN(C(=O)C3CCCN(S(=O)(=O)c4cnc[nH]4)C3)CC2)cc1` (stereo unspecified) gave BioA inh 1.6, BoNT-F LC inh -5.8, MazEF act -2.9, UGM FP inh 1.8, PrPC surface inh 0.5, FadD28 FP inh -0.2, FBA Mtb inh 0.2, Rv3671c protease 9.6 and GDH-TPI counter 22.5.
For O=C(CN1CCN(c2ccc(F)cc2)CC1)Nc1nccs1 the results were BioA inh 0.8, BoNT-F LC inh 23.4, MazEF act 7.6, UGM FP inh -0.1, PrPC surface inh -1.8, FadD28 FP inh -1.8, FBA Mtb inh -3.2, Rv3671c protease 2.8 and GDH-TPI counter -3.9.
For Cc1ccc(Nc2nc(N)c([N+](=O)[O-])c(NCCO)n2)cc1C the results were BioA inh -0.5, BoNT-F LC inh 7.3, MazEF act 10.3, UGM FP inh 0.2, PrPC surface inh -15.2, FadD28 FP inh -1.9, FBA Mtb inh 1.0, Rv3671c protease -4.8 and GDH-TPI counter 24.5.

Continued, overlapping the part above by 4 compounds.
CCOC(=O)C1=C(Nc2ccccc2)CC(C)(O)C(C(=O)OCC)C1c1ccc(Br)cc1 (stereo unspecified) was read as BoNT-F LC inh -11.7, MazEF act 1.3, UGM FP inh -0.5, PrPC surface inh 3.2, FadD28 FP inh -0.4, FBA Mtb inh 5.3, Rv3671c protease -8.2 and GDH-TPI counter 4.7.
`CC(=O)c1ccc(N2CCN(C(=O)C3CCCN(S(=O)(=O)c4cnc[nH]4)C3)CC2)cc1` (stereo unspecified) gave BioA inh 1.6, BoNT-F LC inh -5.8, MazEF act -2.9, UGM FP inh 1.8, PrPC surface inh 0.5, FadD28 FP inh -0.2, FBA Mtb inh 0.2, Rv3671c protease 9.6 and GDH-TPI counter 22.5.
For O=C(CN1CCN(c2ccc(F)cc2)CC1)Nc1nccs1 the results were BioA inh 0.8, BoNT-F LC inh 23.4, MazEF act 7.6, UGM FP inh -0.1, PrPC surface inh -1.8, FadD28 FP inh -1.8, FBA Mtb inh -3.2, Rv3671c protease 2.8 and GDH-TPI counter -3.9.
For Cc1ccc(Nc2nc(N)c([N+](=O)[O-])c(NCCO)n2)cc1C the results were BioA inh -0.5, BoNT-F LC inh 7.3, MazEF act 10.3, UGM FP inh 0.2, PrPC surface inh -15.2, FadD28 FP inh -1.9, FBA Mtb inh 1.0, Rv3671c protease -4.8 and GDH-TPI counter 24.5.
`COCCNC(=O)C(c1ccc(F)cc1)N(C(=O)CCC(=O)Nc1ccccn1)c1ccc(C)cc1` (stereo unspecified) gave BioA inh -0.8, BoNT-F LC inh -6.0, MazEF act 3.9, UGM FP inh 2.7, PrPC surface inh -3.5, FadD28 FP inh -3.1, FBA Mtb inh 2.1, Rv3671c protease -6.3 and GDH-TPI counter -2.3.
O=C(O)C1CSC(c2ccco2)N1 (stereo unspecified) was read as BioA inh -0.1, BoNT-F LC inh 0.0, MazEF act 8.5, UGM FP inh -0.7, PrPC surface inh -0.6, FadD28 FP inh -1.2, FBA Mtb inh 2.2, Rv3671c protease -0.8 and GDH-TPI counter 3.5.
CC1(C)C2CCC1(CS(=O)(=O)Nc1ccc(S(=O)(=O)NC3CCCCC3)cc1)C(=O)C2 (stereo unspecified) was read as BoNT-F LC inh -6.8, MazEF act -0.1, PrPC surface inh 2.5, FadD28 FP inh -2.2, FBA Mtb inh -3.0, Rv3671c protease -5.3 and GDH-TPI counter -1.4.
COc1cccc(CNn2c(-c3cccc(C)c3)nc3ccccc3c2=O)c1 was read as BioA inh -0.4, BoNT-F LC inh -0.3, MazEF act -6.3, UGM FP inh -5.9, PrPC surface inh -8.1, FadD28 FP inh -6.1, FBA Mtb inh -1.1, Rv3671c protease 8.1 and GDH-TPI counter -11.1.
Screening O=S(=O)(Cc1ccc(Cl)cc1)c1ccccc1-c1nnc(-c2ccc(Cl)cc2)o1 returned BoNT-F LC inh -6.3, MazEF act -13.9, UGM FP inh 2.2, PrPC surface inh 4.3, FadD28 FP inh -0.3, FBA Mtb inh 2.3, Rv3671c protease 3.1 and GDH-TPI counter 2.0.
COc1cc(OC)c(NC(=O)CN(C)S(=O)(=O)c2ccc3[nH]c(=O)oc3c2)cc1Cl was read as BioA inh -0.1, BoNT-F LC inh -2.5, MazEF act 12.6, UGM FP inh -1.8, PrPC surface inh -5.4, FadD28 FP inh -2.1, FBA Mtb inh 2.7, Rv3671c protease 6.8 and GDH-TPI counter 1.7.
`CC(C)C(Nc1ccc(C(F)(F)F)cc1[N+](=O)[O-])C(=O)O` (stereo unspecified) gave BoNT-F LC inh -0.8, MazEF act -0.1, UGM FP inh 0.0, PrPC surface inh -26.2, FadD28 FP inh -2.6, FBA Mtb inh -5.4, Rv3671c protease 5.7 and GDH-TPI counter -4.9.
COCCN(C(=O)COC(=O)C1CC1C)c1c(N)n(Cc2ccccc2)c(=O)[nH]c1=O (stereo unspecified) was read as BioA inh -2.3, BoNT-F LC inh -6.1, MazEF act -4.9, UGM FP inh -0.9, PrPC surface inh -6.1, FadD28 FP inh -2.6, FBA Mtb inh -1.7, Rv3671c protease 1.0 and GDH-TPI counter -1.4.
Screening CCN1C(=O)/C(=C/c2nc3ccccc3c(=O)n2-c2ccccc2)c2ccccc21 returned BioA inh 0.0, BoNT-F LC inh -2.5, MazEF act -6.9, UGM FP inh 0.2, PrPC surface inh -8.5, FadD28 FP inh -1.6, FBA Mtb inh -1.6, Rv3671c protease 1.7 and GDH-TPI counter 9.5.
`O=C(C1CCCN(S(=O)(=O)c2cnc[nH]2)C1)N1CC(=O)N(CCc2ccccc2)C(=O)C1` (stereo unspecified) gave BioA inh 0.4, BoNT-F LC inh -1.0, MazEF act -6.4, UGM FP inh 0.5, FadD28 FP inh -2.3, FBA Mtb inh 5.2, Rv3671c protease 3.1 and GDH-TPI counter 9.1.
`CC(=O)C1CCCN(C(=O)c2ccc3nc(Cc4cccc(Cl)c4)oc3c2)C1` (stereo unspecified) gave BioA inh -4.2, BoNT-F LC inh -6.3, MazEF act 1.5, UGM FP inh 3.2, PrPC surface inh -2.1, FadD28 FP inh -0.1, FBA Mtb inh 0.6, Rv3671c protease -2.5 and GDH-TPI counter 4.1.
CN1C(=O)N(C)C(c2cccc([N+](=O)[O-])c2)C2=C1CCCC2=O (stereo unspecified) was read as BioA inh 0.4, BoNT-F LC inh 2.7, MazEF act 16.3, UGM FP inh -1.1, PrPC surface inh -7.3, FadD28 FP inh -1.2, FBA Mtb inh 1.2, Rv3671c protease 3.6 and GDH-TPI counter 6.1.
CC(=O)Nc1cc(-c2ccc(C(=O)N3CCOCC3)cc2)cn2c(-c3ccccc3)cnc12 was read as BioA inh 1.2, BoNT-F LC inh 2.8, PrPC surface inh -23.2, FadD28 FP inh -3.0, FBA Mtb inh -0.5 and GDH-TPI counter -1.3.
For CC(C)CN(C(=O)CN1C(=O)C2CCCCC2C1=O)c1c(N)n(Cc2ccccc2)c(=O)[nH]c1=O (stereo unspecified) the results were BioA inh 1.1, BoNT-F LC inh 1.8, MazEF act 2.7, UGM FP inh 1.6, PrPC surface inh -1.7, FadD28 FP inh -0.2, FBA Mtb inh 0.5, Rv3671c protease 3.2 and GDH-TPI counter 6.5.
Screening CC(CCc1ccccc1)NC(=O)COC(=O)c1cccn1C (stereo unspecified) returned BioA inh -1.5, MazEF act 2.1, UGM FP inh 1.7, PrPC surface inh -11.1, FadD28 FP inh -2.8, FBA Mtb inh -0.4, Rv3671c protease 3.6 and GDH-TPI counter -4.6.
`O=C(N/C(=C/c1cccs1)C(=O)N1CCOCC1)c1ccccc1` gave BoNT-F LC inh 1.9, MazEF act -7.7, UGM FP inh -3.7, PrPC surface inh 0.3, FadD28 FP inh -4.3, FBA Mtb inh -2.7, Rv3671c protease 2.4 and GDH-TPI counter 5.1.
`O=C1NC(=S)SC1=C1CCCCCC1` gave BioA inh 0.0, BoNT-F LC inh -1.2, MazEF act -5.9, UGM FP inh -0.9, PrPC surface inh -3.5, FadD28 FP inh -5.1, FBA Mtb inh -1.1, Rv3671c protease -0.7 and GDH-TPI counter 33.2*.
O=C(CN1C(=O)CSc2cc(S(=O)(=O)N3CCCCCC3)ccc21)NCCc1ccccc1 was read as BioA inh -0.5, BoNT-F LC inh 1.7, MazEF act -8.8, UGM FP inh -1.2, PrPC surface inh 11.2, FadD28 FP inh -3.6, FBA Mtb inh -4.2, Rv3671c protease -7.6 and GDH-TPI counter -4.8.
`Cc1cc(NC(=O)c2ccc(OCC3CCCO3)cc2)ccc1Br` (stereo unspecified) gave BioA inh -1.6, BoNT-F LC inh -7.7, MazEF act 6.7, PrPC surface inh -1.2, FadD28 FP inh -0.9, FBA Mtb inh 2.4 and GDH-TPI counter 8.0.
For CCOC(=O)C(CC)n1cnc2c(nnn2-c2ccccc2)c1=O (stereo unspecified) the results were BioA inh -1.1, BoNT-F LC inh -0.6, MazEF act 3.4, UGM FP inh 2.4, FadD28 FP inh -1.7, FBA Mtb inh -0.2, Rv3671c protease 2.5 and GDH-TPI counter 4.3.
`COc1ccc(S(=O)(=O)N2CCN(Cc3c[nH]c4ccccc34)CC2)cc1` gave BioA inh 0.5, BoNT-F LC inh 1.3, MazEF act 7.1, UGM FP inh 0.4, PrPC surface inh 7.1, FadD28 FP inh -0.1, FBA Mtb inh -0.3, Rv3671c protease 5.8 and GDH-TPI counter 3.4.
